Source: PubChem
KOR beta-arrestin-1 – kappa opioid receptor activators – cell-based, luminescence, uHTS, primary screen (AID 1777); KOR beta-arrestin recruitment, luminescence; higher % means a stronger effect; activation, % at 10 µM; hits with a dose series show EC50 in µM; actives 0.02% (n = 280,000); in the data active = activation above about 50%, passing the limit was not always enough; also: a part of the inactive calls stands beside numbers as strong as those of hits
MgcRacGAP inhibition – MgcRacGAP GTPase-activating activity inhibitors, confirmation, biochemical, ADP Hunter fluorescence; MgcRacGAP-stimulated Rac1 GTP hydrolysis, ADP Hunter fluorescence; higher % means a stronger effect; GST-tagged Rac1 F28L mutant substrate; inhibition, % at 30 µM, or IC50 in µM where a hit was titrated; actives 0.6% (n = 340,000); AID 624330;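 active = first-screen hits whose inhibition reached a set limit at any dose in the follow-up dose series; inconclusive = inhibition above the set first-screen limit but never retested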;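 also: fluorescence reports GDP produced by GAP-driven GTP hydrolysis; strong numbers were not always called active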
KOR beta-arrestin-2 – kappa opioid receptor blockers – cell-based, luminescence, uHTS (AID 1778); KOR beta-arrestin recruitment, luminescence, antagonist mode; higher % means a stronger effect; inhibition, % at 10 µM; hits with a dose series show IC50 in µM; actives 0.091% (n = 290,000); also: strong numbers were not always called active
HIV peptide binding – inhibitors of HIV fusion peptide binding, primary screen, biochemical, uHTS, fluorescence dequenching (AID 1986). cell-free peptide binding, fluorescence dequenching, 30 min; higher % means a stronger effect. inhibition, % at 20 µM; hits with a dose series show IC50 in µM. actives 0.3% (n = 290,000); in the data active = inhibition mostly above about 52%, no sharp cut-off; inactive = mostly below about 76%; also: some results filed as inactive read as strong as hits
GPR55 LPI antagonism – GPR55 antagonists blocking LPI-driven arrestin recruitment, primary screen, imaging, U2OS, beta-arrestin-GFP, LPI agonist (AID 2013); U2OS GPR55 beta-arrestin-GFP translocation imaging, LPI antagonism; higher % means a stronger effect; one-dose inhibition, % at 10 µM; IC50 in µM for titrated hits; actives 0.13% (n = 290,000);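 active = spots per cell inhibited over 60%, with over 100 cells counted and total cytoplasm intensity under 500,000; inconclusive = wells with under 100 cells, flagged as likely toxic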;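 also: U2OS cells stably carrying GPR55 and arrestin-GFP stimulated by 5 µM LPI near EC80; imaged beta-arrestin-GFP aggregate spots per cell after agonist stimulation; plate controls were LPI-stimulated DMSO wells for no effect and DMSO wells without LPI for full effect; some results filed as inactive read as strong as hits; confirmed hits need IC50 under 10 µM and bright autofluorescent wells are also inconclusive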
SV40 large T antigen – TAg ATPase/helicase activity blockers – biochemical (AID 1903). SV40 large T antigen ATPase/helicase inhibition assay; higher % means a stronger effect. actives 0.39% (n = 310,000). one-dose inhibition, % at 20 µM; IC50 in µM for titrated hits; in the data active = a potency from the dose series; inconclusive = inhibition mostly from about 32% at the one dose, without a potency; inactive = the rest, 99 in 100 with inhibition below about 32%; also: strong numbers were not always called active
GPR55 activation – GPR55 agonists via beta-arrestin recruitment, primary screen, imaging, U2OS cells, beta-arrestin-GFP redistribution (AID 1961); U2OS GPR55 beta-arrestin-GFP redistribution imaging; higher % means a stronger effect; activation, % at 10 µM, or EC50 in µM where a hit was titrated; actives 0.048% (n = 290,000);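 active = activation above 40% with more than 50 cells counted in the well; inconclusive = wells holding fewer than 50 cells, flagged as toxic or sparse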;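 also: U2OS osteosarcoma cells stably expressing GPR55 and beta-arrestin-GFP; plate controls were DMSO negative control for no effect and LPI positive control for full effect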
NOD2 inhibition – NOD2 signaling inhibitors, cell-based, luminescence, uHTS, HEK293 (AID 1566); HEK293 NOD2/NF-kB luciferase reporter, luminescence; higher % means a stronger effect; inhibition, % at 4 µM; hits with a dose series show EC50 in µM; actives 0.63% (n = 290,000); also: many of its hits are not listed in these tables
NOD1 inhibition – inhibition of NOD1-driven NF-kB reporter – cell-based, luminescence, uHTS, primary screen (AID 1578); actives 1% (n = 290,000); NOD1-driven NF-kB luciferase reporter cells, luminescence; higher % means a stronger effect; one-dose inhibition, % at 4 µM; EC50 in µM for titrated hits; in the data active = inhibition mostly above about 36%, no sharp cut-off; inactive = mostly below about 34%;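 also: HEK-293T reporter cells stimulated with the NOD1 agonist gamma-tri-DAP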
The depositor's hits bear a star; u = inconclusive; x = no result given; [ ] = dose if it differs, or a comment. Rule as the data show it, unless noted: active = inhibition above about 50%; inactive = the rest. Not all compounds are listed; the hit share may differ from the screen's.

SMILES | KOR beta-arrestin-1 | MgcRacGAP inhibition | KOR beta-arrestin-2 | HIV peptide binding | GPR55 LPI antagonism | SV40 large T antigen | GPR55 activation | NOD2 inhibition | NOD1 inhibition
COc1ccc(-c2noc(-c3ccoc3C)n2)cc1OC | x | 8.0% | -57.4%[20 µM] | 1.3% | 10.3% | -1.3% | -0.1% | -74.1% | -59.7%
O=C(Nc1ccccc1)N(CCCN1CCOCC1)Cc1cccs1 | 8.6% | 4.0% | 15.1% | -0.6% | -6.9% | 0.4% | 0.3% | -6.7% | -0.6%
CCC(C)Sc1nc2c(c(=O)[nH]c(=O)n2C)n1CC(O)COc1cccc2ccccc12 (configuration not stated) | -6.2% | 6.4% | -43.7% | -0.8% | -1.2% | 14.5% | 0.1% | -0.7% | -11.0%
CCOc1ccc(OCC)c(NC(=O)CN(C)S(=O)(=O)c2ccc3nc(C)sc3c2)c1 | 2.8% | 8.3% | 28.7% | -0.4% | 1.0% | 2.9% | -0.1% | 10.3% | -11.9%
CC(NC(=O)COC(=O)Cc1ccccc1[N+](=O)[O-])c1ccccc1 (configuration not stated) | -0.9% | 2.5% | 32.3% | 2.7% | 6.1% | -7.4% | -0.1% | 6.4% | -20.6%
O=C(NC1(N2CCOCC2)CC1)c1ccc(Cl)cc1 | 3.0% | 7.1% | -5.2% | -0.2% | 1.3% | 1.7% | -0.1% | 10.7% | -4.5%
O=C(Nc1nnc(-c2ccco2)o1)C1CC1 | -1.6% | 1.4% | -5.4% | 0.6% | 2.0% | 6.6% | -0.6% | 13.9% | -33.0%
Cc1oc(-c2cccc(C(F)(F)F)c2)nc1CN1CCC[C@H]1CO | x | -2.3% | -0.6%[20 µM] | 3.7% | 8.2% | x | -0.1% | -4.0% | -28.3%
Cc1ccc(S(=O)(=O)N2CC(O)CC2C(=O)NCc2ccc3c(c2)OCO3)cc1 (configuration not stated) | -2.8% | 2.3% | -15.2% | -1.5% | 4.0% | -3.2% | 0.0% | 14.6% | -21.9%
COc1cc2c(=O)n(Cc3ccccc3)c(=O)n(CC(=O)NCC3CCCO3)c2cc1OC (configuration not stated) | -5.7% | -1.9% | 10.5% | -0.3% | -7.1% | -4.3% | 0.6% | 11.0% | -10.2%
CCn1c(SCc2ccc(C)cc2)nnc1-c1nn(-c2ccccc2)ccc1=O | 3.5% | 7.6% | -33.9% | -3.6% | -3.4% | 3.9% | -0.1% | 10.6% | -5.3%
COc1ccccc1CN1C[C@@H]2C[C@@H](c3ccc4nsnc4c3)N3CCC[C@@]23C1=O | 5.3% | 4.0% | -4.9% | -0.6% | 8.6% | 7.7% | 0.4% | -8.0% | 18.8%
Cc1nn(C(=O)c2cccs2)c(N)c1-c1ccccc1 | 0.0% | -3.4% | 38.3% | 0.4% | 13.9% | 3.0% | -0.1% | -92.0% | -37.9%
C[C@@]12C(=O)N(Cc3ccc(-c4ccccc4)cc3)CC(=O)N1[C@H](/C=C/c1ccccc1)[C@@H]1C(=O)N(c3ccccc3)C(=O)[C@@H]12 | -2.6% | -1.6% | 0.4%[20 µM] | 1.9% | -5.9% | 9.1% | -0.2% | -2.3% | -15.7%
O=C(CSc1nnc(C2CC2)n1Cc1ccccc1)Nc1cccnc1Cl | -2.7% | -2.4% | 10.2% | 0.8% | 12.7% | 6.2% | 0.1% | 11.9% | -31.0%
CC(/C=N/NC(=O)c1nnn(-c2nonc2N)c1C(C)C)=C\c1ccco1 | 7.2% | -0.7% | -9.6% | 15.6% | 6.4% | 31.8% | -0.2% | 26.5% | -21.1%
COc1ccc(OC)c(NC(=O)CSc2nnc(CNC(=O)COc3ccc(Cl)cc3)o2)c1 | -3.0% | 0.2% | -5.1% | -2.8% | -2.2% | -0.6% | 0.3% | 18.0% | 0.5%
CC(C)NC(=O)C1CCCN(S(=O)(=O)c2cccc3nonc23)C1 (configuration not stated) | -4.2% | 6.6% | -60.1% | 0.2% | 1.5% | -3.2% | 0.7% | 18.6% | -0.9%
O=C(COc1ccc(Cl)cc1Cl)NC(=S)Nc1ccc(CN2CCOCC2)cc1 | -1.5% | x | -1.3% | 0.9% | 9.9% | 2.5% | 0.2% | 14.7% | -9.9%
O=c1[nH]c2ccc(S(=O)(=O)Nc3ccc(Cl)cc3)cc2o1 | 5.2% | 3.0% | 16.9% | 4.1% | 3.1% | 13.4% | -0.1% | -0.1% | -7.2%

Of the compounds above, 2 contain a thiophene ring, fused or not.
SMILES | KOR beta-arrestin-1 | MgcRacGAP inhibition | KOR beta-arrestin-2 | HIV peptide binding | GPR55 LPI antagonism | SV40 large T antigen | GPR55 activation | NOD2 inhibition | NOD1 inhibition
O=C(Nc1ccccc1)N(CCCN1CCOCC1)Cc1cccs1 | 8.6% | 4.0% | 15.1% | -0.6% | -6.9% | 0.4% | 0.3% | -6.7% | -0.6%
Cc1nn(C(=O)c2cccs2)c(N)c1-c1ccccc1 | 0.0% | -3.4% | 38.3% | 0.4% | 13.9% | 3.0% | -0.1% | -92.0% | -37.9%

Continued.
SMILES | KOR beta-arrestin-1 | MgcRacGAP inhibition | KOR beta-arrestin-2 | HIV peptide binding | GPR55 LPI antagonism | SV40 large T antigen | GPR55 activation | NOD2 inhibition | NOD1 inhibition
COc1cc(CNCc2ccccc2Cl)ccc1OCC(=O)NC1CCCCC1 | -2.1% | 11.8% | 4.4% | 0.7% | -3.8% | 7.0% | 0.0% | 4.3% | -22.0%
CN(C)c1ccc(N=Cc2nc(-c3ccccc3)oc2OC(=O)c2cccc(Cl)c2)cc1 | 2.7% | 54.9% | 6.3% | 9.0% | 15.3% | 21.4% | 0.3% | -89.0% | -5.2%
O=C(CN1CCCC1)N1c2ccccc2C=Cc2ccccc21 | x | 2.7% | -14.1%[20 µM] | 0.3% | -4.6% | -5.7% | -0.1% | 25.9% | -32.9%
Oc1[nH]c2ccccc2c1C=NCC1CCCO1 (configuration not stated) | -2.7% | 8.1% | -3.6% | -0.7% | -11.8% | 8.2% | 0.6% | 4.2% | -17.0%
O=C(CN1C(=O)NC2(CCCCCC2)C1=O)c1ccc2c(c1)OCCO2 | -3.1% | 3.9% | 33.5% | -0.9% | 3.9% | -1.8% | 0.0% | -10.6% | -17.0%
O=C1CC(c2ccc(Cl)cc2)n2nc(N3C(=O)CCC3=O)nc2N1 (configuration not stated) | -2.2% | 8.7% | 9.2% | -1.8% | 1.4% | -2.3% | -0.2% | 4.5% | -14.0%
COc1ccc(Cl)cc1C(=O)NC(=S)Nc1ccccc1N1CCOCC1 | 1.4% | 6.8% | -31.6% | 2.7% | 0.825µM* | 25.8% | 0.2% | 4.7% | 10.7%
CC(=O)Nc1ccccc1-c1nnn(CC(=O)Nc2ccc3c(c2)OCCO3)n1 | x | 6.1% | -28.2%[20 µM] | -0.5% | 1.1% | 23.4% | 0.0% | -3.1% | -35.6%
CCC(N)C12CC3CC(CC(O)(C3)C1)C2 (configuration not stated) | -6.4% | 5.7% | 3.3% | 0.4% | 6.7% | 5.0% | 0.0% | 3.8% | -5.4%
COc1ccc2c(c1)SC(C)CC2=O (configuration not stated) | 13.5% | 11.5% | -25.7% | -1.7% | -18.1% | -3.8% | 0.0% | 10.9% | 17.4%
Cc1cc2ncn(CCC(=O)NC3CCCC3)c2cc1C | 0.9% | x | 6.6% | -0.3% | -9.5% | 5.7% | 0.9% | 3.3% | -13.8%
C/C(=N\Nc1cccc(Cl)c1)c1ccncc1 | 1.7% | 7.7% | 3.3% | 0.1% | 11.6% | 7.0% | 0.2% | -15.2% | -45.0%
Cc1nn(Cc2ccccc2Cl)c(C)c1C(=O)NCCN1C(=O)S/C(=C\c2ccccc2)C1=O | 3.3% | 7.2% | -37.7% | 1.6% | 5.5% | 3.8% | -0.2% | -7.9% | -36.6%
O=C(NCc1n[nH]c(=S)n1-c1ccccc1)c1cccs1 | -2.6% | 1.5% | -10.6% | 0.4% | -23.9% | 12.7% | -0.5% | 18.6% | -32.1%
Cc1cccc(CSC2=NN3CCCC(=O)N=C3S2)c1 | -0.9% | 15.5% | -13.2% | -2.5% | 13.5% | 10.0% | -0.3% | -1.6% | -27.3%
Cc1ccc(O)c(C=Nc2cc(C)ccc2O)c1 | 3.4% | u | -17.5% | 26.4% | -7.8% | -10.5% | 0.7% | 6.8% | -25.5%
CCc1nn(CCCC(=O)NC(C)c2ccccc2)c(=O)c2cc3occc3n12 (configuration not stated) | 2.1% | 9.2% | 5.2% | -1.0% | 8.4% | 11.7% | 0.3% | 12.5% | -8.9%
Cc1ccc(OCCNC(=O)Cc2ccc(S(=O)(=O)N3CCOCC3)s2)cc1 | 1.8% | -2.8% | 10.3% | -1.9% | 15.4% | -6.8% | 0.0% | 3.2% | 1.5%
Cc1cc(NC(=O)CSc2ccc3nnc(-c4ccccn4)n3n2)no1 | -2.5% | 5.0% | 8.2% | -1.2% | -4.6% | -0.5% | -0.1% | -7.6% | -14.8%
Cc1sc(-c2ccccn2)nc1OC(=O)c1ccc(Cl)cc1 | -1.7% | 5.6% | -24.4% | 1.1% | 12.3% | 8.8% | -0.2% | 15.0% | -29.5%
COc1ccc(CN2CCCC(C(=O)Nc3cccc(-n4cccn4)c3)C2)c(F)c1 (configuration not stated) | 2.8% | 5.5% | -45.9% | 1.0% | -4.9% | 5.9% | 0.7% | 10.7% | -25.8%
CCS(=O)(=O)N1N=C(c2cccc(NS(C)(=O)=O)c2)CC1c1cccs1 (configuration not stated) | -4.0% | 0.6% | -17.7% | 1.0% | 8.4% | 11.3% | -0.2% | 6.0% | -10.7%
O=C1Nc2ccccc2N(O)N1c1cc(-c2cccc(Cl)c2)no1 | -6.0% | 8.9% | 16.0% | 5.3% | 8.6% | 5.0% | -0.1% | 22.1% | 9.8%
O=C(N/C(=C\c1cccc(Br)c1)C(=O)N1CCCCC1)c1ccco1 | 0.1% | 9.1% | -44.6% | 0.1% | 9.7% | 2.5% | 0.0% | -10.3% | -24.2%
Cc1noc(C)c1-c1nc(CS(=O)(=O)c2ccc(F)cc2)no1 | 1.8% | x | 12.0% | -1.4% | 2.6% | 8.5% | 0.1% | -3.4% | -10.5%
Cc1nc(C(=O)N2CCCC(N3CCN(c4ccccc4C)CC3)C2)cs1 (configuration not stated) | 4.7% | 4.8% | -27.4% | 2.7% | -1.5% | 2.2% | -0.1% | -9.6% | -14.2%
COc1ccc(S(=O)(=O)N2CCN(C(=O)c3cccs3)CC2)cc1OC | 14.8% | 9.2% | -26.6% | 11.9% | -5.9% | -6.4% | -0.2% | -7.0% | -6.0%
O=C(CC(=O)Nc1ccccc1C(=O)O)NNC(=O)Cc1ccccc1 | 3.7% | 6.1% | -35.7% | -0.8% | 7.8% | -18.3% | 0.3% | -40.2% | 27.2%
CC(=O)NCCc1c[nH]c2ccc(OCC(O)CNC(C)(C)C)cc12 (configuration not stated) | -0.9% | 8.5% | -12.7% | -1.9% | -6.3% | 12.3% | -0.1% | -19.9% | -0.9%
